Assay outcomes: PubChem, National Center for Advancing Translational Sciences (NCATS)
SMN2 splice up – SMN2 splice variant enhancement. HEK293 SMN2-luciferase splicing reporter, luminescence, 30-36 h. Potency, µM (series often up to 46.1 µM), without a hit: at the highest dose activity change, positive = activation, actives largely listed as activators. 210,000 compounds, 2.8% hits. AID 1458; further: % of control where 0% means no effect; nearly all actives have a fitted effect of over 55% in size
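qHTS luciferase splicing reporter: luminescence rises when SMN2 exon 7 is included in transfected HEK293 cells. Compound exposure lasted 30-36 h at 37C, with 4.5 mM final sodium butyrate as control, followed by a ONE-Glo read.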
TRb SRC2 PPI – disrupts binding of human TR beta to SRC2 | TRbeta-SRC2 peptide binding, fluorescence polarization; receptor liganded with 1 µM T3 | Potency, µM (doses to about 106 µM), without a hit: at the highest dose activity change, negative = inhibition, most hits filed as inhibitors | AID 1469 | 280,000 compounds, 0.065% hits;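 further: plate controls were bound peptide for no effect and peptide without receptor for full effect; nearly all actives have a fitted effect of over 50% in size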
Target sequence (P10828 whole entry, looked up): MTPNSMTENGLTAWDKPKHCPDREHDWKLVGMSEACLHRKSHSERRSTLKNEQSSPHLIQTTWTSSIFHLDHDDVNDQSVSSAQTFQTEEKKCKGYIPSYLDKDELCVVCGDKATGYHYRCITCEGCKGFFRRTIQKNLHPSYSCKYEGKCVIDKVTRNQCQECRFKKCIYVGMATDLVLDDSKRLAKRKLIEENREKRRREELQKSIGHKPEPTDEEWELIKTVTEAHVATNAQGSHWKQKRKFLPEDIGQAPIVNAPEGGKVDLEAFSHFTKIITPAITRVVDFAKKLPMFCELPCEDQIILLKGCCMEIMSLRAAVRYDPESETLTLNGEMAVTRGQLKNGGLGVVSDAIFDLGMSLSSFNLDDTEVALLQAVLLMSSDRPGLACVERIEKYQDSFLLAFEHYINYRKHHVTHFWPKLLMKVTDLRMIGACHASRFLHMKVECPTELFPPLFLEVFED
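A fluorescence polarization screen tested compounds at multiple concentrations against complex formation between 0.6 uM TRb ligand-binding domain and 20 nM Texas Red SRC2 peptide, with 1 uM T3 present; readout after 5 hr.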
TR SRC2 fluor cs – Texas Red fluorescence interference in TRb-SRC2 counter-screen | TRb/SRC2 Texas Red total fluorescence interference | Potency, µM (highest dose often 106 µM), inactives show at the top dose fluorescence change, negative = quenching | 280,000 compounds, 0.29% hits; active means well fitted curve in either direction with a large enough effect; inconclusive means small, poorly fitted or top-dose-only effect; further: on the % scale 0 is the no-effect control and ±100 the full control effect
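Human TRβ ligand-binding domain (0.6 uM) and Texas Red SRC2 peptide (20 nM) in Tris buffer with 1 uM T3 and 5% DMSO were incubated with pinned compound for 5 hr at ambient temperature. Total fluorescence was computed as S + 2P (555/632 nm).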
* = called active by the depositor; ? = inconclusive; [ ] = remark or other dose. Unless noted, the call rests on the fitted dose curve; in most records, active means well fitted curve in the direction sought with a large enough effect; inconclusive means small, poorly fitted or top-dose-only effect, or another doubt; inactive means no such curve, though single readings can be large; an effect the other way counts as inactive or inconclusive. Potency means the concentration at half of the fitted maximal effect.

The first six compounds, ahead of the listing:
SMILES	SMN2 splice up	TRb SRC2 PPI	TR SRC2 fluor cs
Cn1c(=O)c2cc(C(=O)NCCCN3CCN(c4ccccc4F)CC3)sc2c2ccccc21	-1%	-4%	-1%
Cc1cc(Br)ccc1NC(=O)c1cc2c(=O)n(C)c3cc(Cl)ccc3c2s1	-10%	-3%	1%
Cc1ccc(NC(=O)c2nc(S(=O)(=O)Cc3cccc(C)c3)ncc2Cl)cc1	15%	-1%	0%
CCCCN(CC)CCCNC(=O)Cn1ncc2c3ccccc3n(C)c2c1=O	-5%	4%	-2%
Cc1ccccc1C(=O)Nc1c(C)nc(Nc2ccccc2)nc1Nc1ccccc1	-38%[inhibitor]	0%	-1%
CCOC(=O)c1c(-c2ccccc2)oc2ccc(N(C(C)=O)S(=O)(=O)c3ccc(CC)cc3)cc12	-14%	1%	-3%

The list itself, repeating the preview:
SMILES	SMN2 splice up	TRb SRC2 PPI	TR SRC2 fluor cs
Cn1c(=O)c2cc(C(=O)NCCCN3CCN(c4ccccc4F)CC3)sc2c2ccccc21	-1%	-4%	-1%
Cc1cc(Br)ccc1NC(=O)c1cc2c(=O)n(C)c3cc(Cl)ccc3c2s1	-10%	-3%	1%
Cc1ccc(NC(=O)c2nc(S(=O)(=O)Cc3cccc(C)c3)ncc2Cl)cc1	15%	-1%	0%
CCCCN(CC)CCCNC(=O)Cn1ncc2c3ccccc3n(C)c2c1=O	-5%	4%	-2%
Cc1ccccc1C(=O)Nc1c(C)nc(Nc2ccccc2)nc1Nc1ccccc1	-38%[inhibitor]	0%	-1%
CCOC(=O)c1c(-c2ccccc2)oc2ccc(N(C(C)=O)S(=O)(=O)c3ccc(CC)cc3)cc12	-14%	1%	-3%
COc1cc(NC(=O)c2ccccc2)ccc1NC(=O)c1cc2ccccc2o1	0%	-2%	-17%
O=C(Cn1nc(-c2ccccc2)c2c(c1=O)CCCC2)Nc1ccc(F)c(Cl)c1	12%	3%	-1%
COc1cccc(C2C(C(=O)Nc3ccccc3OC)=C(C)Nc3nc(-c4ccco4)nn32)c1 (stereo unspecified)	-3%	8%	-2%
CCOc1ccc(Br)cc1C1C(C(=O)OC)=C(C)NC2=C1C(=O)c1ccccc12 (stereo unspecified)	-4%	6%	-4%
CC1CCCN(c2nc(-c3ccccc3O)nc3ccccc23)C1 (stereo unspecified)	-4%	11%	-2%
O=C(Cc1ccc(F)cc1)N1CCC(c2nc3c(nnn3Cc3ccc(Cl)cc3)c(=O)[nH]2)CC1	5%	-2%	4%
COC(=O)c1c(NC(=O)COc2ccc(C(C)C)cc2)sc2c1CCCC2	-3%	-4%	5%
CCOc1ccc(C2C=C(c3cccc(OC)c3)Nc3nnnn32)cc1 (stereo unspecified)	7%	1%	3%
Cc1ccc(NC(=O)Cn2cc(C(=O)c3ccco3)c3ccccc32)cc1C	-8%	8%	-2%
Cc1ccc(O)c(NC(=O)CCS(=O)(=O)c2nc(-c3cccs3)cc(C(F)(F)F)n2)c1	-12%	1%	0%
COc1ccc(C)cc1NC(=O)c1ccc(NS(=O)(=O)c2c(C)noc2C)cc1	10%	-3%	0%
O=C(Nc1cc(-c2nc3cc(Cl)ccc3o2)ccc1Cl)c1cc([N+](=O)[O-])ccc1N1CCOCC1	2%	-7%	?
COc1ccc(CN2C(=O)N(c3ccc(F)cc3)C(=O)C2CC(=O)Nc2ccccc2)cc1 (stereo unspecified)	1%	9%	-2%
COc1ccc(C2CC(=O)N(CC(=O)Nc3cccc(C)c3C)c3ccccc3S2)cc1OC (stereo unspecified)	-2%	0%	-22%
Cc1ccc(C)c(NC(=O)CCc2nc(-c3ccc(C(C)(C)C)cc3)no2)c1	-9%	-8%	8%
O=C(O)c1ccc(Nc2nc3ccccc3n3cnnc23)cc1	0%	0%	5%
CC1CCN(S(=O)(=O)c2ccc3c(c2)c(=O)c(C(=O)NC(C)c2ccccc2)cn3C)CC1 (stereo unspecified)	-2%	-10%	-1%
COC(=O)c1c(N)n(-c2ccc(OC)c(OC)c2)c2nc3ccccc3nc12	0%	4%	-4%
CCOC(=O)c1ccc(NC(=O)CSc2nccn2-c2ccc(OCC)cc2)cc1	-4%	4%	-3%
O=C1c2[nH]nc(-c3ccccc3O)c2C(c2cccc(Br)c2)N1Cc1ccncc1 (stereo unspecified)	-17%	-6%	-1%
O=S(=O)(c1ccc(Cl)cc1)c1nc(-c2cccc(Br)c2)oc1NCc1ccccc1	9%	5%	5%
Cn1c(=O)c2c(nc(N3CCOCC3)n2Cc2ccccc2)n(C)c1=O	11%	5%	-1%
COc1cc(NC(=O)c2nc3ccccc3n(C)c2=O)cc(OC)c1OC	-2%	-4%	-4%
COCCNS(=O)(=O)c1cc(-c2nn3c(C)nnc3c3ccccc23)ccc1C	22%	-6%	2%
CC1CCc2c(sc(NC(=O)c3cc(-c4cccc(Cl)c4)on3)c2C(N)=O)C1 (stereo unspecified)	5%	-6%	5%
COC(=O)c1cccc(-n2c(CCC(=O)O)ccc2-c2ccc(OC)cc2)c1	-1%	0%	3%
CCOc1cc(C2C(C(=O)OC)=C(C)NC3=C2C(=O)c2ccccc23)c(Br)cc1OC (stereo unspecified)	-3%	2%	-4%
CCCCNC(=O)CN1C(=O)COc2ccc(S(=O)(=O)N3CCCC3)cc21	2%	0%	-1%
CCn1c2ccccc2c2cc(CN3CCN(Cc4ccccc4C)CC3)ccc21	-19%	-6%	2%
CCOc1ccc(C(=O)c2cn(CC(=O)Nc3ccc4c(c3)OCCO4)c3ccc(OC)cc3c2=O)cc1	-1%	0%	-1%
Cc1ccc2nc(-c3ccc(Cl)cc3)cc(C(=O)OCC(=O)c3ccccc3)c2c1	-5%	-5%	-8%
CC1CCN(C(=O)c2cc3c(=O)n(C)c4cc(Cl)ccc4c3s2)CC1	0%	-10%	-1%
O=C(c1ccc(C(F)(F)F)cc1)N1CCC(c2nc(-c3ccc(S(=O)(=O)N4CCCC4)cc3)no2)CC1	3%	-8%	-1%
Clc1cccc(N2CCN(c3nc4ccccc4n4nnnc34)CC2)c1	0%	8%	-1%
Cc1ccc(-c2nc3ccccc3[nH]2)cc1NC(=O)COc1ccc(Cl)cc1Cl	7%	-1%	?
O=C(CCCCCn1c(=O)c2sccc2n(CC(=O)Nc2cc(C(F)(F)F)ccc2Cl)c1=O)NCc1ccccc1Cl	-10%	-6%	3%
Cc1cccc2c1-c1sc(C(=O)NCCc3ccc(Cl)cc3)cc1CO2	-8%	9%	-20%
Cc1nc2nc(C)c(CCC(=O)NCCc3ccccc3)c(C)n2n1	6%	-1%	-10%
COc1cccc(NC(CNS(=O)(=O)c2ccc(C)cc2)c2ccccc2)c1 (stereo unspecified)	-14%	0%	-1%
O=C(Nc1cccc(F)c1)[C@H](CSCc1ccccc1)N1Cc2ccccc2C1=O	-3%	2%	?
COc1ccc(-c2c(C)nn3c(N4CCN(c5ccccc5F)CC4)cc(C)nc23)cc1OC	-1%	-9%	0%
Cc1ccn2c(Nc3ccc4c(c3)OCCO4)c(-c3ccc(C)o3)nc2c1	?	-4%	1%

Molecules above containing a CF3 group:
SMILES	SMN2 splice up	TRb SRC2 PPI	TR SRC2 fluor cs
Cc1ccc(O)c(NC(=O)CCS(=O)(=O)c2nc(-c3cccs3)cc(C(F)(F)F)n2)c1	-12%	1%	0%
O=C(c1ccc(C(F)(F)F)cc1)N1CCC(c2nc(-c3ccc(S(=O)(=O)N4CCCC4)cc3)no2)CC1	3%	-8%	-1%
O=C(CCCCCn1c(=O)c2sccc2n(CC(=O)Nc2cc(C(F)(F)F)ccc2Cl)c1=O)NCc1ccccc1Cl	-10%	-6%	3%

The list continues:
SMILES	SMN2 splice up	TRb SRC2 PPI	TR SRC2 fluor cs
Cc1coc2c(C)c3oc(=O)c(CCC(=O)N4CCCCC4)c(C)c3cc12	-8%	1%	-2%
COc1cc(C2c3c(-c4ccc(C)cc4)n[nH]c3C(=O)N2c2ccc(F)cc2)ccc1O (stereo unspecified)	-56%[inhibitor]	6%	-4%
Cc1ccccc1NC(=O)Cn1c(=O)n(CCc2ccccc2)c(=O)c2sc3ccccc3c21	-7%	3%	1%
COC(=O)c1cc(NC(=O)CN(c2ccccc2)S(=O)(=O)N(C)C)ccc1Cl	4%	3%	5%
CC(=O)Nc1ccc(-c2nnc(SCC(=O)c3ccc([N+](=O)[O-])cc3)o2)cc1	3%	6%	7%
CCOc1ccc(NC(=O)CCS(=O)(=O)c2ccc3c(c2)n(C)c(=O)c(=O)n3C)cc1	-2%	-3%	-1%
CSc1ncc(Cl)c(C(=O)Nc2ccc(S(=O)(=O)N3CCC(C)CC3)cc2)n1	-56%[inhibitor]	-6%	8%
CC(=O)NCCNc1nc2c(-c3cccc(C)c3)nnn2c2ccc(Cl)cc12	-2%	-12%	0%
COc1ccc(-c2cc(C(=O)Nc3ccc(C#N)cc3)no2)cc1	8%	0%	-20%
CC(=O)c1ccc(N2CCN(C(=O)CCCn3c(=O)[nH]c4ccsc4c3=O)CC2)cc1	-1%	-5%	-1%
Cc1ccc2cccc(NC(=O)C(C)Oc3ccc(Cl)cc3Cl)c2n1 (stereo unspecified)	-5%	0%	4%
COc1ccc(Br)cc1CNC(=O)C1CCN(c2nnc(-n3cccc3CNc3ccc(C)cc3)s2)CC1	-15%	-4%	-31%
CCC(=O)N1CCc2cc(S(=O)(=O)NC(Cc3ccccc3)C(=O)NCc3ccc(F)cc3)ccc21 (stereo unspecified)	-5%	-15%	0%
COc1ccc(-c2c3c(=O)n(C)c(=O)n(C)c3c3c(-c4ccc(C)cc4)nc4ccccc4n23)cc1	-8%	1%	3%
Cc1cccc(C)c1NC(=O)CSc1nccn1C	-2%	9%	-11%
COc1ccc2oc(=O)c(-c3nnc(-c4ccc(C)cc4)o3)cc2c1	-7%	-17%[53 µM]	20µM*[quencher]
Cc1ccc(N2CC(c3nnc(Cc4ccc(F)cc4)o3)CC2=O)cc1 (stereo unspecified)	-6%	0%	-1%
Cc1ccc(-c2ccc(=O)n(CC(=O)Nc3cccc(C#N)c3)n2)cc1	41%	1%	0%
COc1ccc(-c2cc3nc(C)c(CCC(=O)Nc4cccc(C(F)(F)F)c4)c(C)n3n2)c(OC)c1	-1%	-6%	-3%
CCc1ccc2occ(CC(=O)Nc3ccc(OC)c(Cl)c3)c2c1	4%	-17%[53 µM]	0.089µM*[quencher]
COc1ccc(-c2cc(C(=O)Nc3cccc(C(C)=O)c3)no2)cc1OC	-5%	2%	-9%
Cc1ccccc1-n1nc(CO)c(C(=O)NCc2cccnc2)n1	-10%	1%	0%
Fc1ccc(Nc2ncnc3onc(-c4ccc(Cl)cc4)c23)cc1Cl	?	-2%	-3%
Cc1cccc(NS(=O)(=O)c2ccc3c(c2)CCN3C(=O)C2CCC2)c1	-58%[inhibitor]	6%	1%
CCc1ccc(NC(=O)C2CCC(CNS(=O)(=O)c3cccs3)CC2)cc1 (stereo unspecified)	-9%	6%	-3%
CC(=O)Nc1cccc(-c2nnc(SCC(=O)c3cc([N+](=O)[O-])ccc3Br)o2)c1	4%	11%	-13%
O=C(NCc1ccc(F)cc1)c1ccc2c(Cl)c3c(nc2c1)CCCC3	-15%	6%	-4%
CCS(=O)(=O)c1nc(S(=O)(=O)c2ccc(C)cc2)c(NCC(C)C)s1	1%	0%	-1%
Cc1cc(C)c2c(CC(=O)Nc3nnc(C(C)C)s3)coc2c1	8%	1%	-11%
CC(C)(C)C1CCc2c(sc(NC(=O)c3ccc(Cl)cc3)c2C(=O)NCc2ccco2)C1 (stereo unspecified)	-6%	8%	-3%
CCOc1ccccc1NC(=O)C(C)n1nnc2sc3c(c2c1=O)CCCC3 (stereo unspecified)	19%	6%	-1%
O=C(CCCCn1c(=O)c2ccccc2n(Cc2cccc(F)c2)c1=O)NCc1ccc2c(c1)OCO2	-8%	9%	-8%
COc1ccc(NC(=O)CCS(=O)(=O)c2nc(-c3ccc4c(c3)OCO4)cc(C(F)(F)F)n2)cc1OC	-13%	4%	-2%
CCCN1C(=O)C(Cc2nc3ccccc3c(=O)n2CC)c2cc(Br)ccc21 (stereo unspecified)	13%	3%	0%
Cc1cccc(CSc2ncc(Cl)c(C(=O)Nc3nc4ccc(F)cc4s3)n2)c1	2%	-7%	1%
CCc1ccc2oc(-c3cc(NC(=O)C(C)C)cc(C)c3O)nc2c1	6%	6%	-5%
CCN(CC)c1cc(C)c2cc(NC(=O)/C=C/c3cc(OC)c(OC)c(OC)c3)ccc2n1	-66%[inhibitor]	6%	-11%
CC1CCN(S(=O)(=O)c2cn(CC(=O)Nc3ccc(F)cc3)c(=O)c3ccccc23)CC1	-1%	2%	-2%
CCc1ccccc1NC(=O)CN(c1ccc(OC)cc1)S(=O)(=O)c1c(C)n[nH]c1C	-38%[inhibitor]	-6%	1%

Not all compounds are listed. The share of hits here may be higher or lower than overall.
